UPR XBP1 act – adaptive UPR (XBP1) activation; CHO-XBP1 luciferase reporter, IRE1-XBP1 UPR activation, luminescence; percent of tunicamycin response, DMSO as zero; activation, % at 20 µM; actives 0.33% (n = 330,000); AID 463104;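 active means versus positive control, 20 µM dose yields 30% or more activation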;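 further: 100% = tunicamycin at 10 µg/mL and 0% = DMSO only wells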
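Material: CHO cell line with stable XBP1 luciferase reporter; schedule: 16-18 h cell attachment at 37 °C, then 6 h compound exposure; signal: glow luminescence from Steady-Glo reagent; medium: serum-containing F12 medium, 10% FBS; benchmarks: tunicamycin 10 µg/mL and vehicle-only wells; read-out: percent activation relative to tunicamycin reference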
EBI2 block – blocks human EBI2 receptor beta-arrestin signaling | P32249 | EBI2 beta-arrestin recruitment, luminescence, 7a,25-OHC stimulated | inhibition, % at 5 µM | actives 0.81% (n = 360,000) | AID 651636; in the data active means inhibition above about 38%;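 further: enzyme fragment complementation signal reports receptor beta-arrestin coupling in cells; 0% = agonist plus DMSO wells and 100% = wells without agonist; some results beyond the cut were filed as inactive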
Jurkat NFkB inh – inhibitors of the PMA/ionomycin-induced NF-kB reporter in Jurkat cells | PMA/ionomycin-induced NF-kB luciferase reporter, luminescence | inhibition, % at 4 µM | actives 0.53% (n = 330,000); in the data active means inhibition above about 50%
Gli-Sufu block – blocks Gli-Sufu signaling in a luciferase reporter; Sufu-KO-LIGHT fibroblasts, Gli luciferase reporter luminescence; inhibition, % at 5 µM; actives 0.74% (n = 340,000);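 active means inhibition above about 55%, limit read from the data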;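 further: 0% = DMSO-treated cells and 100% = wells with medium but no cells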
CCR6 antagonist – CCR6 (human) receptor antagonism. P51684. CHO-K1 CCR6 PathHunter beta-arrestin, luminescence, CCL20-stimulated. inhibition, % at 20 µM. actives 0.49% (n = 340,000). AID 493098;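 active means compounds whose inhibition of the agonist-driven luminescence signal at 20 µM reaches about 50%, limit read from the data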;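 further: cells stimulated with CCL20 at 14 nM final; plate controls were DMSO with CCL20 for no effect and DMSO without agonist for full effect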
697 NFkB inh – inhibitors of the PMA/ionomycin-induced NF-kB reporter in 697 B cells. 697 B-cell NF-kB luciferase reporter, 16 h. inhibition, % at 4 µM. actives 0.33% (n = 330,000). AID 435022; in the data active means inhibition above about 35%
Mdm2 MdmX PPI – human Mdm2/MdmX binding inhibition; SaOS-2 split-luciferase Mdm2/MdmX complementation, luminescence; actives 3% (n = 330,000); inhibition, % at 8 µM;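 active means inhibition of at least 50% at 8 µM in the primary screen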
CHOP UPR activ – apoptotic UPR (CHOP) activation | activation, % at 10 µM | AID 449763 | actives 0.34% (n = 330,000) | CHO-CHOP luciferase reporter, luminescence; percent of tunicamycin response over DMSO baseline;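 active means at 10 µM dose, activation of 40% or more, normalized to positive control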;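 further: 100% = tunicamycin at 10 µg/mL and 0% = DMSO alone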
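System: CHO-CHOP luciferase reporter cell line; amount: 500 cells/well; buffer or medium: F12 medium containing 10% fetal bovine serum; incubation: 6 h compound exposure at 37 °C after overnight seeding; measured by: luciferase luminescence after 10 min with Steady-Glo reagent; evaluation: % reporter activation, DMSO baseline versus tunicamycin full activation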
CXCR6 inh – blocks human CXCR6 beta-arrestin recruitment; CHO-K1 PathHunter CXCR6 beta-arrestin, luminescence; inhibition, % at 20 µM; actives 0.36% (n = 360,000); in the data active means inhibition above about 34%, passing the limit was not always enough;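 further: antagonist mode with CXCL16 agonist at 10 nM final; 0% = 10 nM CXCL16 with DMSO and 100% = unstimulated wells without agonist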
An asterisk follows results filed as active; nt = no result given.

SMILES	UPR XBP1 act	EBI2 block	Jurkat NFkB inh	Gli-Sufu block	CCR6 antagonist	697 NFkB inh	Mdm2 MdmX PPI	CHOP UPR activ	CXCR6 inh
CCOc1ccc(OCC(=O)OC(C)C(=O)NC2CCCC2)cc1 (configuration not stated)	3	-5	14	3	5	10	-5	0.0	-1
O=C(CCCN1C(=O)C(c2ccccc2)Oc2cccnc21)NCCc1ccc(Cl)cc1 (configuration not stated)	-6	41	13	-2	16	-42	8	-0.4	-4
CC1CCN(c2nc3c(cc2C#N)COC(C)(C)C3)CC1	0	2	14	6	15	12	14	-0.3	4
CN(Cc1ccccn1)C(=O)C1CCC(=O)N(Cc2cccc(C(F)(F)F)c2)C1 (configuration not stated)	-3	2	-26	-19	13	-59	6	1.7	6
O=c1[nH][nH]cc1C=Nc1cc(Cl)ccc1O	-5	2	11	nt	-22	-3	15	-0.3	-4
COc1ccc(NS(=O)(=O)c2ccc(C)c(NC(=O)c3ccc(C)c(S(=O)(=O)N4CCOCC4)c3)c2)cc1	-5	-1	4	3	2	8	-25	0.6	-6
COc1ccccc1OCCCCCc1c(C)n[nH]c1C	2	-7	-15	2	-2	-51	-29	-0.2	1
CCOc1ccc(OCc2cccc(C(=O)N/N=C/c3cccnc3)c2)cc1	-2	3	41	-153	10	67*	-22	-2.4	3
Cc1ccc2cc(C#N)c(N3CCCN(S(=O)(=O)c4ccc(F)cc4)CC3)nc2c1	2	7	-8	12	8	-9	2	-1.6	1
COc1cc(NC(=O)CCc2nnc3ccc(N4CCN(c5cccc(OC)c5)CC4)nn23)cc(OC)c1	-2	9	6	5	0	3	22	2.0	0
Cc1cc(C)c2[nH]c(C(=O)Nc3ccc4c(c3)OCO4)cc2c1	4	9	-14	-48	17	-86	4	9.0	-10
CC(NC(=O)/C(=C\c1cccc([N+](=O)[O-])c1)NC(=O)c1ccco1)C(=O)O (configuration not stated)	3	-19	-29	-3	10	-36	3	-2.4	0
COc1ccc(CC(=O)NNC(=O)CN(C)S(=O)(=O)c2ccc(Cl)cc2)cc1OC	-2	-4	8	-5	10	-9	-28	-1.3	6
O=C(c1ccco1)N1CCN(CC(O)Cn2c3ccccc3c3ccccc32)CC1 (configuration not stated)	-1	-10	4	26	-7	7	18	-0.7	-3

Four entries already listed, ordered by their value in EBI2 block, falling:
structure	UPR XBP1 act	EBI2 block	Jurkat NFkB inh	CCR6 antagonist	697 NFkB inh	Mdm2 MdmX PPI	CXCR6 inh
CCOc1ccc(OCc2cccc(C(=O)N/N=C/c3cccnc3)c2)cc1	-2	3	41	10	67*	-22	3
O=c1[nH][nH]cc1C=Nc1cc(Cl)ccc1O	-5	2	11	-22	-3	15	-4
CCOc1ccc(OCC(=O)OC(C)C(=O)NC2CCCC2)cc1 (configuration not stated)	3	-5	14	5	10	-5	-1
O=C(c1ccco1)N1CCN(CC(O)Cn2c3ccccc3c3ccccc32)CC1 (configuration not stated)	-1	-10	4	-7	7	18	-3

Profiles from above. Values in the order: UPR XBP1 act	EBI2 block	Jurkat NFkB inh	Gli-Sufu block	CCR6 antagonist	697 NFkB inh	Mdm2 MdmX PPI	CHOP UPR activ	CXCR6 inh
CC1CCN(c2nc3c(cc2C#N)COC(C)(C)C3)CC1 is entered as 0	2	14	6	15	12	14	-0.3	4
CCOc1ccc(OCc2cccc(C(=O)N/N=C/c3cccnc3)c2)cc1 is entered as -2	3	41	-153	10	67*	-22	-2.4	3

Just EBI2 block, CHOP UPR activ and CCR6 antagonist (three entries from above):
| structure | EBI2 block | CHOP UPR activ | CCR6 antagonist |
| --- | --- | --- | --- |
| Cc1ccc2cc(C#N)c(N3CCCN(S(=O)(=O)c4ccc(F)cc4)CC3)nc2c1 | 7 | -1.6 | 8 |
| COc1cc(NC(=O)CCc2nnc3ccc(N4CCN(c5cccc(OC)c5)CC4)nn23)cc(OC)c1 | 9 | 2.0 | 0 |
| Cc1cc(C)c2[nH]c(C(=O)Nc3ccc4c(c3)OCO4)cc2c1 | 9 | 9.0 | 17 |

Source: PubChem (Sanford-Burnham Center for Chemical Genomics)
